High-throughput results deposited in PubChem by National Center for Advancing Translational Sciences (NCATS).
APEX1 inh – APE1 (human) endonuclease inhibition; P27695; recombinant APE1, TAMRA/BHQ-2 abasic DNA cleavage fluorescence; Potency, µM (top dose mostly 65.8 µM), for inactives: top-dose activity change, negative = inhibition, usual class: inhibitors; 350,000 tested, 0.35% active; AID 2517;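 further: potency means the concentration at half of the fitted maximal effect; plate controls were vehicle for no effect and reference inhibitor for full effect; nearly all actives have a fitted effect of over 55% in size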
Target sequence (P27695 whole entry, looked up): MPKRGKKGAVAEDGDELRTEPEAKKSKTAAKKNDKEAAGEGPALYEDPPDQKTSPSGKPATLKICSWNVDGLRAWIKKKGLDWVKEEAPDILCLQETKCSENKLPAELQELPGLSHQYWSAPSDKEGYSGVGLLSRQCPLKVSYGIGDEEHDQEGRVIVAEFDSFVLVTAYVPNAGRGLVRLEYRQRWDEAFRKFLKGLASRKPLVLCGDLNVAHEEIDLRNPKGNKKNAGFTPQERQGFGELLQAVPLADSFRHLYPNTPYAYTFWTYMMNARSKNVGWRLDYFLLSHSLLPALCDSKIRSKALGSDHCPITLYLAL
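Readout is kinetic fluorescence (ex 525, em 598 nm) from cleavage of 50 nM TAMRA/BHQ-2 THF abasic duplex by 0.75 nM APE1, compound added 15 min beforehand at RT.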
BLM helicase inh – Bloom syndrome helicase (human) inhibition | P54132 | recombinant BLM DNA unwinding, fluorescence dequenching | Potency, µM (doses to about 56.1 µM), without a hit: at the top dose activity change, negative = inhibition, most hits filed as inhibitors | 350,000 tested, 0.2% active;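 further: potency means the concentration at half of the fitted maximal effect; plate controls were vehicle for no effect and no enzyme for full effect; nearly all actives have a fitted effect of over 35% in size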
TRHR agonist – TRH receptor (human) agonism | P34981 | TRHR cells, calcium flux fluo-8, FDSS agonist mode | activation, % at 2 µM | 360,000 tested, 0.18% active | AID 493084; in the data active means activation above about 30%; further: 0% is about no effect
Target sequence (P34981 whole entry, looked up): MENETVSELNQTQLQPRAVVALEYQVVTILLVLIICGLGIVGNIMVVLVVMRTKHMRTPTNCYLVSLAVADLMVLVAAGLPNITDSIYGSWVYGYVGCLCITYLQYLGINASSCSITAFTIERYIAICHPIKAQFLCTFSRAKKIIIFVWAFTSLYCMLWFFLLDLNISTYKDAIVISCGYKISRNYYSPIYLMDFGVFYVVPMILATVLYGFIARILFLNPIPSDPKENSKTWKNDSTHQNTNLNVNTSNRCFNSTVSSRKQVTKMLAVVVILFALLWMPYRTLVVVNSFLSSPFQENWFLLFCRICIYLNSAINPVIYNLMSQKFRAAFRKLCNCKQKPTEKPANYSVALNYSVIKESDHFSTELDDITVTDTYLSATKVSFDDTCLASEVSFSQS
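Steps: seed TRHR cells overnight; add fluo-8 no-wash Ca dye, RT 30 min–1.5 h; record 10 s baseline; pin-transfer compounds; monitor fluorescence 1 cycle/s for the agonist window. Calcium increases flag candidate agonists.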
Apoferritin bind – binds horse apoferritin like a general anesthetic | Potency, µM (top dose mostly 77.5 µM), for inactives: top-dose activity change, negative = displacement, actives largely listed as inhibitors | 350,000 tested, 0.074% active | P02791 | AID 485281 | apoferritin/1-aminoanthracene competitive binding, fluorescence; further: potency means the concentration at half of the fitted maximal effect; on the % scale 0 is the no-effect control and ±100 the full control effect; nearly all actives have a fitted effect of over 20% in size
Target sequence (P02791 2-175 limits assumed): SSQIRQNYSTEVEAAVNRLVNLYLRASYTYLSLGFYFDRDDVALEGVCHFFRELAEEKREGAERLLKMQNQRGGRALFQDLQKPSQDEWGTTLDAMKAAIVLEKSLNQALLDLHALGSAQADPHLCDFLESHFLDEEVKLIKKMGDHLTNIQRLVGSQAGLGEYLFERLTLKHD
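Steps: apoferritin (10 uM) was premixed with half-saturated 1-AMA in PBS, compounds were pin-transferred, plates stood 10 min at room temperature, fluorescence was read at 380/535 nm, and curves were fitted with a Hill equation.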
* marks the source's active call; other numbers are inactive results; ? = inconclusive; / = no result given; & = joins results of further samples; [ ] = dose if it differs, or a comment. Unless noted, the call rests on the fitted dose curve; in most records, active means well fitted curve in the direction sought with a large enough effect; inconclusive means small, poorly fitted or top-dose-only effect, or another doubt; inactive means no such curve, though single readings can be large; an effect the other way counts as inactive or inconclusive. Some of the compounds tested; count on the stated rates, not on these rows.

SMILES	APEX1 inh	BLM helicase inh	TRHR agonist	Apoferritin bind
O=C(N/N=C1/C[C@@H](O)[C@@H](O)[C@@H]2[C@@H]3C(=O)N(C[C@@H]4CCCO4)C(=O)[C@H]3CC[C@@H]12)OCc1ccccc1	27%[12.4 µM]	1%[12.4 µM]	/	4%[15.3 µM]
CCOC(=O)CCN1C(=O)[C@H]2[C@H]3[C@H](O)[C@H](O)C/C(=N/OC/C=C(\C)CCC=C(C)C)[C@@H]3CC[C@@H]2C1=O	25%[12.4 µM]	6%[12.4 µM]	/	2%[15.3 µM]
CC(C)c1cccc2nc3c(c([Si](C)(C)C(C)(C)C)c12)Cn1c-3cccc1=O	-4%	-20%	/	-14%
CCCC/C=C/C(NC(=O)c1ccccc1)c1ccccc1 (stereo not given)	-5%	-5%	/	-13%
CCCCNc1nc(C)nc2c1nc(-c1ccccc1)n2CCCN(CC)CC	-4%	-1%	/	-9%
CC(C)[C@H](NC(=O)OC(C)(C)C)[C@@H](O)CC(=O)C(C)(C)C	41%[activator][12.4 µM]	2%[12.4 µM]	/	-12%[15.3 µM]
CO[C@H]1COC(=O)[C@H](C)NC(=O)C/C=C\[C@@H](C)[C@H](OC)COC(=O)C/C=C\[C@@H]1C	23%[12.4 µM]	0%[12.4 µM]	/	0%[15.3 µM]
COC(=O)NC(CC(C)=O)c1cccc(C(F)(F)F)c1 (stereo not given)	17%[12.4 µM]	2%[12.4 µM]	/	-2%[15.3 µM]
CCn1cnc2c(Nc3ccc(CCC(=O)N=C(N)N)cc3)nc(C#N)nc21	/	/	-2.0	/
Cn1nnnc1Sc1ncnc2scc(-c3cccc([N+](=O)[O-])c3)c12	/	/	-1.7	/
COC(=O)c1cc(F)c(S(=O)(=O)N2CCN(S(=O)(=O)c3ccc4c(c3)OCCO4)CC2)cc1F	/	/	0.9	/
O=S(=O)(c1ccc(Br)cc1)N1CCN(S(=O)(=O)c2ccc3c(c2)OCCO3)CC1	/	/	0.1	/
Cc1cc2c(s1)c1cnn(Cc3cccc(C)c3F)c(=O)c1n2C	/	/	1.9	/
Cn1nnnc1Sc1ncnc2scc(-c3cccc(Cl)c3)c12	/	/	-1.4	/
CC(C)(C)c1ccc(C(=O)NCC(=O)OC(C(=O)Nc2cc(C(F)(F)F)ccc2Cl)c2ccccc2)cc1 (stereo not given)	/	/	0.6	/
O=S(=O)(c1ccc2c(c1)OCCO2)N1CCN(S(=O)(=O)c2cc(F)c(F)cc2F)CC1	/	/	-0.3	/
COc1ccc([S+](=O)([O-])N2CCN([S+](=O)([O-])c3ccc4c(c3)OCCO4)CC2)c(OC)c1	/	/	1.4	/
O=C(CNC(=O)c1ccncc1)OC(C(=O)Nc1cc(C(F)(F)F)ccc1Cl)c1ccccc1 (stereo not given)	/	/	0.6	/
Cn1nnnc1Sc1ncnc2scc(-c3ccc4ccccc4c3)c12	/	/	1.8	/
CC(C)(C)OC(=O)NCc1nnc(C(C(=O)OCc2ccccc2)c2ccccc2)s1 (stereo not given)	/	/	-0.6	/
O=C(CNC(=O)c1ccc2n[nH]nc2c1)OC(C(=O)Nc1cc(C(F)(F)F)ccc1Cl)c1ccccc1 (stereo not given)	/	/	-2.2	/
CCn1c2cc(C)sc2c2cnn(Cc3ccccc3F)c(=O)c21	/	/	1.5	/
Cc1cc2c(s1)c1cnn(Cc3ccc(C)c(F)c3)c(=O)c1n2C	/	/	-0.1	/
CC(C)(C)OC(=O)CC(=O)NNC(=O)c1nc2ccccc2[nH]1	/	/	-0.6	/
Cc1cc2c(s1)c1cnn(Cc3cc(F)ccc3F)c(=O)c1n2C	/	/	-0.8	/
O=C(O)Cc1nnc(-c2cc3ccccc3[nH]2)s1	/	/	1.0	/
CCc1cc2c(s1)c1cnn(Cc3ccccc3F)c(=O)c1n2C	/	/	1.1	/
CCC(=O)NC(c1ccco1)c1cc([N+](=O)[O-])c2cccnc2c1O (stereo not given)	/	/	0.5	/
COc1ccc(Nc2nc(C#N)nc(NC3CCCC3)n2)cc1	/	/	-2.7	/
Cn1c2cc(C(=O)O)sc2c2cnn(Cc3ccccc3F)c(=O)c21	/	/	1.2	/
CC(=O)N1CCc2cc(S(=O)(=O)N3CCN(S(=O)(=O)c4c(F)cccc4F)CC3)ccc21	/	/	-2.4	/
O=[S+]([O-])(NC[C@H]1CCC[C@H](CN[S+](=O)([O-])c2c(F)cccc2F)C1)c1ccc2c(c1)OCCO2	/	/	1.0	/
CC(C)(C)OC(=O)Cc1nnc(-c2cc3ccccc3[nH]2)s1	/	/	1.0	/
O=C(CNC(=O)c1ccccc1)OC(CCc1ccccc1)C(=O)Nc1cc(C(F)(F)F)ccc1Cl (stereo not given)	/	/	2.2	/
N#Cc1nc(Nc2cc(F)cc(Cl)c2)nc(NC2CCCC2)n1	/	/	1.3	/
Cc1cc2c(s1)c1cnn(Cc3c(F)c(F)c(C)c(F)c3F)c(=O)c1n2C	/	/	-0.4	/
N#Cc1nc(Nc2cccc(C(F)(F)F)c2)nc(NC2CCCC2)n1	/	/	1.0	/
O=[S+]([O-])(c1ccc2c(c1)OCCO2)N1CCN([S+](=O)([O-])c2c(Cl)cc(Cl)cc2Br)CC1	/	/	-1.1	/
N#Cc1nc(Nc2cccc(Cl)c2)nc(NC2CCCC2)n1	/	/	-2.5	/
Cc1cc2c(s1)c1cnn(Cc3ccc(-c4ccccc4)cc3)c(=O)c1n2C	/	/	0.3	/
O=C(Cc1ccccc1)Nc1sc2c(c1C(=O)Nc1ccc(Cl)cc1)CCOC2	/	/	-1.8	/
CC(C)(C)OC(=O)Cc1nnc(-c2nc3ccccc3[nH]2)o1	/	/	1.8	/
CS(=O)(=O)/C=C/c1nc(Nc2cc(F)cc(F)c2)c2ncn(CC(F)F)c2n1	/	/	-0.8	/
Cc1cc2c(s1)c1cnn(Cc3c(F)c(F)cc(F)c3F)c(=O)c1n2C	/	/	0.1	/
O=S(=O)(c1ccc2c(c1)OCCO2)N1CCN(S(=O)(=O)c2ccccc2Cl)CC1	/	/	-0.1	/
Cc1cc2c(s1)c1cnn(Cc3cc(F)cc(F)c3)c(=O)c1n2C	/	/	-0.3	/
COc1cc(Cl)c(C)cc1NC(=O)C(OC(=O)CNC(=O)c1ccccc1)c1ccccc1 (stereo not given)	/	/	0.2	/
Cc1cc2c(s1)c1cnn(Cc3ccc(C#N)cc3)c(=O)c1n2C	/	/	0.3	/
Cc1cc2c(s1)c1cnn(Cc3cccc4cccnc34)c(=O)c1n2C	/	/	-1.0	/
CS(=O)(=O)Nc1cccc(-c2cc(F)c(S(=O)(=O)N3CCN(S(=O)(=O)c4ccc5c(c4)OCCO5)CC3)cc2F)c1	/	/	-0.3	/
C#Cc1nc(Nc2cccc(Cl)c2)nc(NC2CCCC2)n1	/	/	-1.1	/
O=C(COC(=O)CNC(=O)c1ccccc1)Nc1cc(C(F)(F)F)ccc1Cl	/	/	0.7	/
Cc1cc2c(s1)c1cnn(Cc3cc(F)c(F)c(F)c3)c(=O)c1n2C	/	/	-0.1	/
Cc1cc2c(s1)c1cnn(Cc3c(F)ccc(F)c3F)c(=O)c1n2C	/	/	1.3	/
Cc1ccc(Nc2nc(C#N)nc(NC3CCCC3)n2)cc1	/	/	0.7	/
O=S(=O)(c1ccc2c(c1)OCCO2)C1CCN(S(=O)(=O)c2c(F)cccc2F)CC1	/	/	0.4	/
N#Cc1ccc(C(=O)NCC(=O)OC(C(=O)Nc2cc(C(F)(F)F)ccc2Cl)c2ccccc2)cc1 (stereo not given)	/	/	1.4	/
N#CN1CCC(N[S+](=O)([O-])c2cccc(F)c2)CC1	/	/	-1.1	/
Cc1cc2c(s1)c1cnn(Cc3c(F)ccc(C)c3F)c(=O)c1n2C	/	/	-0.2	/
N#Cc1nc(Nc2ccc(F)cc2)nc(NC2CCCC2)n1	/	/	-0.9	/

A second format for four compounds above:
SMILES | APEX1 inh | BLM helicase inh | TRHR agonist | Apoferritin bind
CCn1cnc2c(Nc3ccc(CCC(=O)N=C(N)N)cc3)nc(C#N)nc21 | / | / | -2.0 | /
Cn1nnnc1Sc1ncnc2scc(-c3cccc([N+](=O)[O-])c3)c12 | / | / | -1.7 | /
COC(=O)c1cc(F)c(S(=O)(=O)N2CCN(S(=O)(=O)c3ccc4c(c3)OCCO4)CC2)cc1F | / | / | 0.9 | /
O=S(=O)(c1ccc(Br)cc1)N1CCN(S(=O)(=O)c2ccc3c(c2)OCCO3)CC1 | / | / | 0.1 | /

(further entries)
SMILES	APEX1 inh	BLM helicase inh	TRHR agonist	Apoferritin bind
O=C(CNC(=O)C1CCCCC1)OC(C(=O)Nc1cc(C(F)(F)F)ccc1Cl)c1ccccc1 (stereo not given)	/	/	-1.9	/
O=S(=O)(c1ccc2c(c1)OCCO2)N1CCN(S(=O)(=O)c2ccc(F)cc2F)CC1	/	/	-0.2	/
O=C(CNC(=O)c1ccccc1Cl)OC(C(=O)Nc1cc(C(F)(F)F)ccc1Cl)c1ccccc1 (stereo not given)	/	/	0.7	/
O=[S+]([O-])(c1cc2ccccc2o1)N1CCN([S+](=O)([O-])c2c(F)cccc2F)CC1	/	/	0.6	/
O=S(=O)(c1ccc2c(c1)OCCO2)N1CCN(S(=O)(=O)c2c(F)ccc(O)c2F)CC1	/	/	0.2	/
O=C(O)c1cc(F)c(S(=O)(=O)N2CCN(S(=O)(=O)c3ccc4c(c3)OCCO4)CC2)cc1F	/	/	1.0	/
COc1cccc(C)c1NC(=O)C(OC(=O)CNC(=O)c1ccccc1)c1ccccc1 (stereo not given)	/	/	0.3	/
O=[S+]([O-])(c1ccc2c(c1)OCCO2)N1CCN([S+](=O)([O-])c2cc(Cl)ccc2F)CC1	/	/	2.2	/
Cc1cccc(S(=O)(=O)N2CCN(S(=O)(=O)c3ccc4c(c3)OCCO4)CC2)c1	/	/	1.1	/
O=[S+]([O-])(c1ccc2c(c1)OCCO2)N1CCN([S+](=O)([O-])c2ccc(F)cc2Cl)CC1	/	/	0.4	/
O=[S+]([O-])(c1c(F)cccc1F)N1CCN([S+](=O)([O-])c2cccc3nonc23)CC1	/	/	1.3	/
Cc1ccccc1S(=O)(=O)N1CCN(S(=O)(=O)c2ccc3c(c2)OCCO3)CC1	/	/	0.3	/
Cc1cc2c(s1)c1cnn(Cc3cc(F)c(F)cc3F)c(=O)c1n2C	/	/	-0.9	/
O=C1CN(S(=O)(=O)c2ccc3c(c2)OCCO3)CCN1S(=O)(=O)c1c(F)cccc1F	/	/	-1.0	/
Cc1cccc(CNc2ncnc3ccc(-c4cccc(C)c4)cc23)c1	-7%	/	-0.1	/
Oc1ccc(CNc2cccc(F)c2F)c2cccnc12	35%	/	-0.4	/
Cc1csc(CNc2ncnc3ccc(-c4ccc5c(ccn5C)c4)cc23)c1	6%	/	0.0	/
O=C(OCC#CCSc1nnc(-c2cccc3ccccc23)s1)c1cccs1	26%	/	-0.5	/
Oc1ccc(COCc2ccc(F)cc2)c2cccnc12	7%	/	-0.5	/
CN1CCOc2ccc(S(=O)(=O)N3CCN(S(=O)(=O)c4c(F)cccc4F)CC3)cc21	19%	/	-0.1&-0.5	/
Cn1c2cc(B(O)O)sc2c2cnn(Cc3ccccc3F)c(=O)c21	?	/	5.9	/
CC1(C)C(=O)CC[C@@]2(C)[C@H]1CC[C@@]1(C)CC3=C(CC[C@@H]12)[C@@]1(C)CCC(=O)C(C)(C)[C@@H]1CC3	0%	/	0.4	/
COc1ccc(Nc2cc(O)c3ncccc3c2)cc1	8%	/	-0.5	/
CN(Cc1ccco1)c1ncnc2ccc(-c3cccc(Cl)c3)cc12	26%	/	0.5	/
Cc1cccc(-c2ccc3ncnc(NCc4cc(C)cs4)c3c2)c1	-1%	/	0.6	/
Cn1c2cc(B(O)O)sc2c2cnn(Cc3ccc(F)cc3F)c(=O)c21	13µM*	/	4.5	/
Cc1cccc(CNc2ncnc3ccc(-c4cccc(Cl)c4)cc23)c1	-15%	/	-0.1	/
Cc1noc(C)c1CSCC(=O)Nc1ccccc1N1CCCCC1	21%	/	-0.7	/
C#CCOCCOCCOCCNc1nc(N2CCN(C(=O)CCCCCCCCCCNC(=O)[C@H]([C@@H](C)CC)n3cc(CCCCCN)nn3)CC2)nc(N2CCN(C(=O)CCCCCCCCCCNC(=O)[C@H]([C@@H](C)CC)n3cc(CCCCN=C(N)N)nn3)CC2)n1	?	/	-0.1	/
O=C(NCC#CCSc1nnc(-c2cccc3ccccc23)o1)c1cccs1	23%&5%	/	0.4	/
